D1 mod: allosterically modulates the human D1 dopamine receptor; P21728; HEK293 D1, CRE-luciferase, dopamine EC30 potentiation; actives deviate in either direction; B-score at 10 µM; 58,000 compounds, 5.9% hits;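 active = luminescence count or its row- and column-corrected plate score outside the 99.7% band of the plate's sample wells, on either side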
HTR1E agonist: activates the human 5-HT1E serotonin receptor; CHO 5-HT1E Ga15 NFAT-bla reporter, FRET; 0% DMSO wells, 100% control agonist wells; activation, % at 6 µM; 65,000 compounds, 0.69% hits;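 active = activation above a set limit, the screen-wide mean activation plus 3 SD, cut at about 8.5% in these data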;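 note: 100% = positive control agonist at 1 µM giving full maximal response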
Target sequence (P28566 whole entry, looked up): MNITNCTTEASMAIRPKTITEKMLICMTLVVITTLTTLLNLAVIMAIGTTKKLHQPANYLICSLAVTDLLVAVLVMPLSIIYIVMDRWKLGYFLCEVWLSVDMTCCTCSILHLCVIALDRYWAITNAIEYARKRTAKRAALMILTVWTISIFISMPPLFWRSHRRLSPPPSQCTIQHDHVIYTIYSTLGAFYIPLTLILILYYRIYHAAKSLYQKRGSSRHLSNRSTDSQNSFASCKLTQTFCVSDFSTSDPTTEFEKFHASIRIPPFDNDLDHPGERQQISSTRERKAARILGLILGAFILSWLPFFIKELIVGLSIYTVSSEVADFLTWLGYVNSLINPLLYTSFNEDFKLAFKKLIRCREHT
5HT1E antag: antagonists of human 5-HT1E serotonin receptor | P28566 | CHO 5-HT1E Ga15 NFAT-bla reporter, FRET, antagonist | inhibition, % at 6 µM | 65,000 compounds, 0.99% hits | AID 571;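 active = inhibition above a set limit, the mean inhibition across every tested compound plus 3 SD, cut at about 29% in these data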;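 note: signal is the 460 over 535 nm emission ratio of beta-lactamase substrate; 0% = agonist plus DMSO wells and 100% = wells without agonist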
S1P3 ag: agonists of human S1P3 receptor; Q99500; S1P3 NFAT-BLA reporter cells, agonism, FRET ratio; relative to 1 µM S1P, basal subtracted; activation, % at 4.5 µM; 60,000 compounds, 0.1% hits; AID 373;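 active = activation above the screen-wide mean plus 3 SD, cut at about 4.5% in these data, passing the limit was not always enough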; note: some compounds called inactive have numbers as strong as hits
Target sequence (Q99500 whole entry, looked up): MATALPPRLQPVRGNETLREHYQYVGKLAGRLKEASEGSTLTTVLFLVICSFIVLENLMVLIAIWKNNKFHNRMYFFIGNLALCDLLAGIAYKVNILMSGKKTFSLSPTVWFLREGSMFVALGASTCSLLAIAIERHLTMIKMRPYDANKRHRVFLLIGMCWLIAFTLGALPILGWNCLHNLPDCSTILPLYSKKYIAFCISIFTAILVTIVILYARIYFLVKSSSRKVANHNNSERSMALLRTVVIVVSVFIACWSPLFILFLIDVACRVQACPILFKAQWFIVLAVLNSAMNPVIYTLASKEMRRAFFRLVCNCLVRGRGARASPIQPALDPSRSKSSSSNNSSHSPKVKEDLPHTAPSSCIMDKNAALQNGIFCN
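Assay system: stable CHO line with human S1P3, Gα16, NFAT-BLA reporter; Detection: FRET β-lactamase substrate fluorescence, excitation 405 nm, 460/535 nm emission ratio, background-subtracted; Read-out: percent activation versus median 1 µM S1P response, basal-subtracted, per plate; Incubation: cells plated overnight, compound 4 h 37 °C, substrate 2 h RT.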
HEK293 NFkB inh: inhibitors of the PMA/ionomycin-induced NF-kB reporter in HEK293 cells; HEK-293 NF-kB luciferase reporter, luminescence; inhibition, % at 3 µM; 62,000 compounds, 0.21% hits; AID 465;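 active = inhibition above the mean of all tested compounds plus 3 SD, cut at about 40% in these data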;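 note: 0% = stimulated DMSO wells and 100% = 10 µM reference inhibitor 5653914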
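Signal: luciferase luminescence; Material: HEK-293 cells with stable firefly luciferase reporter driven by four HIV NF-kB elements; Probe or stimulus: PMA with ionomycin; Replication: tested once; Times: 1 h compound pretreatment, then 16 h stimulation at 37 °C, 5% CO2; Benchmarks: DMSO and 10 µM reference inhibitor; Evaluation: per-plate % inhibition versus controls.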
HTR1A agonist: 5-HT1a (human) receptor agonism; P08908; CHO 5-HT1a Ga15 NFAT-bla reporter, FRET ratio; 0% basal, 100% maximal reference agonist; activation, % at 10 µM; 65,000 compounds, 0.56% hits;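 active = activation above the screen-wide mean activation plus 3 SD, cut at about 19% in these data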;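 note: 0% = DMSO wells and 100% = 5-CT at EC100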
5HT1a antag: blocks the human serotonin 5-HT1a receptor; inhibition, % at 10 µM; P08908; CHO 5-HT1a Ga15 NFAT-bla reporter, antagonist mode; 62,000 compounds, 0.68% hits;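 active = inhibition above the mean of all tested compounds plus 3 SD, cut at about 43% in these data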;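 note: receptor stimulated by 5-CT agonist at 100 nM near EC80; beta-lactamase reporter measured by ratiometric fluorescence of a cleavable substrate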
S1P1 ag pot: activates or potentiates agonism at human S1P1 receptor; P21453; 56,000 compounds, 0.57% hits; activation, % at 9.5 µM; S1P1 CRE-bla cells, forskolin, beta-lactamase FRET, potentiator mode; S1P1 agonist co-added at EC20, 2 nM; 100% = saturating reference agonist, 0% = basal; AID 449;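 active = activation above a cutoff set at the mean activation of all tested compounds plus 3 SD, cut at about 54% in these data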;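 note: forskolin at 4 µM as EC80 and the EC20 agonist is SEW2871; 100% = SEW2871 at its EC100 plus forskolin at EC80; some compounds past the cut are filed as inactive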
Jurkat tox 60K: cytotoxic compounds reducing Jurkat cell viability. 56,000 compounds, 1.2% hits. AID 463. inhibition, % at 4 µM. Jurkat E6.1 viability, ATP luminescence, 48 h;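 active = inhibition above the mean inhibition of all tested compounds plus 3 SD, cut at about 28% in these data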
* = called active by the depositor; . = no result given.

nr | mol | HTR1A agonist | Jurkat tox 60K | 5HT1a antag | S1P1 ag pot | HTR1E agonist | D1 mod | S1P3 ag | 5HT1E antag | HEK293 NFkB inh
1 | CCN1CCN(c2ncc(C(=O)Nc3cc(Cl)c(OC)cc3OC)c3ccccc23)CC1 | 1.1 | -1 | 6 | 12 | 8.3 | -1.4 | 0.6 | 8 | 13
2 | O=C(NCc1ccco1)c1ccc(S(=O)(=O)N2CCCc3ccccc32)cc1 | -2.0 | -1 | 10 | 31 | 0.2 | -0.064 | -1.0 | 3 | 31
3 | CCOC(=O)c1c(C)[nH]c(C(=O)COC(=O)c2ccc(F)c(S(=O)(=O)N3CCOCC3)c2)c1C | 1.0 | -4 | -10 | -9 | 1.1 | 0.44 | 0.0 | 2 | 18
4 | O=C(C1CCCCC1)N1CCC(c2nc3c(nnn3Cc3ccccc3Cl)c(=O)[nH]2)CC1 | 2.8 | 2 | 8 | -7 | 0.0 | 1.8 | 0.3 | -3 | 3
5 | C=CCN1C(=O)C(O)(CC(=O)c2ccc(-n3cccc3)cc2)c2ccccc21 (stereo not drawn) | 0.4 | 3 | -3 | -8 | 0.1 | 0.45 | -0.3 | 2 | 2
6 | COC(=O)C(C)Sc1nnc(Cc2cc(=O)[nH]c(=O)[nH]2)n1-c1ccc(OC)cc1 (stereo not drawn) | 0.4 | 4 | -6 | -7 | 0.4 | -0.043 | -0.9 | 1 | 9
7 | CC1CCCN(C(=O)C2CCN(CCCc3ccccc3)CC2)C1 (stereo not drawn) | -3.5 | 2 | 1 | 3 | 0.3 | -0.068 | 0.3 | 4 | 5
8 | c1ccc(OCc2nn3c(C4CCCCC4)nnc3s2)cc1 | -2.4 | . | . | -15 | -0.4 | . | -0.9 | 6 | .
9 | O=C(C1CCCCC1)N1CCCC(c2nc3c(nnn3Cc3ccccc3)c(=O)[nH]2)C1 (stereo not drawn) | -0.8 | 1 | 0 | -6 | 0.3 | . | 0.0 | 2 | 11
10 | O=C1CCCC2=C1C(c1ccccc1)C1=C(CCCC1=O)O2 | 1.8 | 2 | -14 | -26 | 1.1 | 0.37 | -1.3 | -10 | 17
11 | C=CCn1cc(C(=O)NCCCOC)c(=O)c2cc(S(=O)(=O)N3CCC(C)CC3)ccc21 | -2.1 | 0 | -13 | -4 | 1.0 | 4.1* | -0.9 | -8 | 3
12 | COC(=O)c1cccc(N2C(=O)c3ccccc3S2(=O)=O)c1 | -0.6 | 2 | 6 | -22 | -0.4 | -1.5 | -0.5 | 4 | 11
13 | c1ccc(-c2nnc(N3CCOCC3)nc2-c2ccccc2)cc1 | -1.0 | -1 | 5 | 8 | 1.5 | 3 | 31* | 4 | 8
14 | C=CCn1c(N2CCCCCC2)nc2c1c(=O)[nH]c(=O)n2C | -0.7 | 2 | 1 | -14 | 0.6 | 6.4* | -0.2 | -5 | 10
15 | CC(=O)N1CCN=C1SCc1c(F)cccc1Cl | -3.7 | -3 | 12 | -3 | -0.3 | 0.89 | -0.8 | 3 | 3
16 | CC(C)c1nc(N2CCN(C(=O)c3ccccc3)CC2)c(C#N)c2c1COC(C)(C)C2 | 0.6 | -1 | -2 | . | -1.0 | 2.4 | -0.1 | 5 | 0
17 | COCCOC(=O)C1=C(C)N=C2SCCC(=O)N2C1c1ccc(OC(=O)c2ccco2)cc1 (stereo not drawn) | 0.3 | . | -8 | . | 0.5 | 2.3 | . | -6 | 17
18 | CC1CC(NC(=O)c2cnc3n(c2=O)CCS3)CC(C)(C)C1 (stereo not drawn) | -0.8 | 5 | 8 | 12 | -0.1 | 0.77 | -1.5 | 13 | 19
19 | O=C1CC(Cc2ccccc2)C(=O)N1c1ccc(Cl)cn1 (stereo not drawn) | -3.5 | 10 | -3 | -7 | -0.8 | . | -0.7 | 3 | 14
20 | COc1ccc(CCNC(=O)c2cnn3ccccc23)c(OC)c1OC | -2.2 | -10 | -6 | -14 | 1.0 | -1.1 | 0.5 | 5 | 17
21 | Cc1cc(C(=O)CSc2nnc(-c3ccc(OC(F)F)cc3)o2)c(C)n1Cc1cccs1 | -3.4 | -4 | 0 | -1 | -0.3 | 0.12 | -0.2 | -10 | 4
22 | C=CCn1c(C)cc(C(=O)CSc2nc3ccccc3o2)c1C | 2.4 | 15 | -7 | 56 | 1.0 | -1.4 | -0.3 | -1 | -23
23 | CCCN1C(=O)C(O)(CC(=O)c2ccc3c(c2)OCCO3)c2ccccc21 (stereo not drawn) | -3.0 | 0 | 3 | -3 | -0.5 | -0.23 | 0.0 | 2 | 16
24 | O=c1cc(Cn2ccnc2)c2cc3c(cc2o1)CCC3 | 1.1 | -4 | -1 | -14 | 0.8 | 0.77 | -0.9 | -3 | 2
25 | Cc1nc(SCC(=O)NCc2ccc3c(c2)OCO3)c(C#N)c2c1CCCC2 | -1.6 | -3 | -9 | 21 | 1.2 | 0.27 | -1.4 | -13 | 8
26 | CC(=O)Nn1c(-c2ccccc2)cc2ccccc21 | 0.3 | -7 | 1 | -4 | -0.2 | 0.15 | -0.8 | -10 | 15
27 | CCOc1ccccc1N1C(=O)CC(Nc2ccc(N3CCOCC3)cc2)C1=O (stereo not drawn) | -1.6 | 14 | -13 | -3 | -1.1 | 0.45 | -0.9 | -10 | 25
28 | CC(C)(C)n1nnnc1C(c1cccc(C(F)(F)F)c1)N1CCOCC1 (stereo not drawn) | 1.5 | -2 | -2 | 0 | -0.9 | -0.031 | -0.2 | -2 | 6
29 | CCN(CC)CC(=O)n1c2c(c3ccccc31)CCCC2 | 0.8 | -3 | 7 | -18 | -0.6 | -0.33 | -0.8 | 6 | -2
30 | Cc1[nH]nc2c1C1(CCN(Cc3ccccc3)CC1)C(C#N)=C(N)O2 | 0.5 | -3 | -11 | . | 1.1 | -0.46 | 0.4 | 2 | 4
31 | CCOc1ccc(N2CC(C(=O)Nc3ccccc3F)CC2=O)cc1 (stereo not drawn) | 1.5 | . | -11 | . | 0.7 | -0.0031 | . | -10 | -2
32 | CCOC(=O)C(C)Sc1nc(-c2cccs2)ccc1C#N (stereo not drawn) | -1.6 | . | . | 8 | 0.0 | . | 0.2 | -2 | .
33 | CCOC(=O)c1ccc(N2C(=O)CC(C(=O)OC)=C2C)cc1 | -4.0 | 9 | 16 | . | -0.6 | 0.97 | -1.6 | 10 | 18
34 | COc1ccc(CC(=O)OCc2cc3ccccc3[nH]c2=O)cc1 | 0.1 | 2 | -2 | 5 | 0.3 | -0.23 | -0.9 | 1 | 12
35 | O=C(CNS(=O)(=O)c1ccc(C(=O)N2CCOCC2)cc1)N1CCOCC1 | -1.6 | -2 | 4 | -10 | -0.6 | -0.32 | 1.0 | -12 | 2
36 | CCCn1c(CNS(=O)(=O)c2ccc(C)cc2)nc2ccccc21 | -1.1 | -2 | 13 | -5 | -0.3 | 0.27 | 0.3 | -1 | 10
37 | Cc1cc(C)n(Cc2ccc(C(=O)NCc3ccco3)o2)n1 | -1.7 | . | 8 | . | 0.7 | -0.28 | . | -7 | 5
38 | COc1ccccc1-c1nnc2sc(COc3ccccc3)nn12 | -2.5 | . | . | 8 | -0.2 | . | -1.3 | 0 | .
39 | CCOc1ccc(-c2cc(C(=O)N3CCN(c4ccccn4)CC3)c3ccccc3n2)cc1 | -5.2 | 4 | -6 | -14 | -0.1 | -1.5 | -1.9 | 0 | 4
40 | O=C(CSc1n[nH]c(-c2ccccc2)n1)NC(=O)NCc1ccco1 | -0.5 | 6 | 1 | -1 | 0.1 | 0.26 | -0.2 | -13 | 15
41 | Cc1ccc(C(=O)CSc2nnc(CNc3ccc(C)cc3C)n2Cc2ccco2)cc1 | -0.3 | -3 | 8 | 15 | 0.8 | -0.24 | 0.1 | -5 | -8
42 | CCOC(=O)CSc1nc2ccsc2c(=O)n1C1CCN(C(=O)OCC)CC1 | -0.7 | . | 30 | . | 0.1 | -2.1 | . | 11 | 14
43 | CN(C)c1ccc(NC(=O)CN2CCN(CC(=O)Nc3ccc(F)cc3)CC2)cc1 | 0.3 | 3 | -8 | -15 | 0.7 | 0.54 | 0.0 | -16 | 2
44 | COc1ccc(OC)c(C2C(C#N)=C(N)Oc3cc(C)n(Cc4ccccn4)c(=O)c32)c1 (stereo not drawn) | -0.6 | . | . | 0 | 0.0 | 0.21 | -3.1 | 2 | .
45 | CCN(CC)C(=O)CSc1nc2ccccc2c(=O)n1OC | 0.9 | -1 | -5 | 2 | 0.3 | 1.2 | -0.2 | 5 | 18
46 | CSCCC(C(=O)O)N1C(=O)c2ccc(C(=O)O)cc2C1=O (stereo not drawn) | 0.3 | . | 6 | . | -1.1 | 0.63 | . | -7 | -2
47 | O=C(O)CCCC(=O)N1CCN(C(c2ccccc2)c2ccccc2)CC1 | 5.7 | . | . | -1 | -0.4 | . | -3.4 | 2 | .
48 | Cc1ccc(F)cc1NC(=O)Cc1nn(C)c(=O)c2ccccc12 | -0.5 | . | 6 | . | -0.4 | -1.5 | . | 5 | 28
49 | COC(=O)C1(S(=O)(=O)c2cc(Br)cc3c2N(C(C)=O)CC3)CC1 | -2.6 | 0 | 1 | -9 | 1.1 | 0.35 | -1.5 | 4 | -4
50 | FC(F)(F)c1cc(-c2ccco2)nc(NCc2cccs2)n1 | -2.9 | . | 22 | . | 0.5 | . | . | 4 | 10
51 | COc1ccc(S(=O)(=O)N(CC(=O)NC2CC2)C2CCCCC2)cc1Cl | -0.1 | 6 | 0 | . | 0.9 | -0.46 | -0.2 | 4 | 13
52 | Cc1cc(NC(=O)c2ccc(Cl)cc2)no1 | -2.1 | -3 | 7 | 5 | -0.8 | -1.7 | -0.3 | 9 | 1
53 | COCc1c(C(N)=O)nnn1-c1nonc1N | -2.6 | 0 | -9 | -3 | 0.8 | . | 0.0 | -8 | 4
54 | CCc1nnc(NC(=O)Cn2nnc(-c3ccccc3F)n2)s1 | -0.3 | -2 | 5 | -3 | 1.5 | 0.2 | -0.6 | -5 | 11
55 | Cc1ccc(S(=O)(=O)/N=C/c2ccco2)cc1 | -2.2 | -4 | -8 | -24 | 0.3 | -0.11 | -1.8 | 7 | 10
56 | COC(=O)CSc1nc2c(c(-c3ccco3)c1C#N)CCCC2 | -1.9 | 1 | -18 | -22 | 1.3 | 3.2 | -0.5 | -4 | -1
57 | Cc1cc(C(=O)Nc2ccc(S(=O)(=O)Nc3onc(C)c3C)cc2)cs1 | -2.4 | -2 | 10 | -2 | 0.3 | -0.014 | -0.9 | 6 | 16
58 | COc1ccccc1NC(=O)CN1CCN(c2ccc(Cl)cc2)CC1 | 0.6 | -6 | -1 | 5 | -0.2 | 0.36 | -0.2 | 5 | 9
59 | COc1ccc(-c2noc(CCC(=O)Nc3cc(OC)ccc3OC)n2)cc1 | -2.5 | . | 12 | . | -0.9 | 0.16 | . | 7 | 18
